# West Nile virus CPE = West Nile virus antiviral activity, cell-based, CPE readout (AID 1621); West Nile virus-infected cells, CPE inhibition; higher % means a stronger effect; CPE inhibition, % at 10 µM, or IC50 in µM where a hit was titrated; 0.02% of 290,000 active; in the data active = a potency from the dose series; inconclusive = CPE inhibition mostly from about 3.7% at the one dose, without a potency; inactive = the rest, 99 in 100 with CPE inhibition below about 2.2%; also: strong numbers were not always called active
# MgcRacGAP inhibition = MgcRacGAP GTPase-activating activity inhibitors, confirmation, biochemical, ADP Hunter fluorescence; MgcRacGAP-stimulated Rac1 GTP hydrolysis, ADP Hunter fluorescence; higher % means a stronger effect; GST-tagged Rac1 F28L mutant substrate; 0.6% of 340,000 active; AID 624330, 2012; Rac GTPase-activating protein 1 (Homo sapiens); one-dose inhibition, % at 30 µM; IC50 in µM for titrated hits;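 active = first-screen hits whose inhibition reached a set limit at any dose in the follow-up dose series; inconclusive = inhibition above the set first-screen limit but never retested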;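 also: fluorescence reports GDP produced by GAP-driven GTP hydrolysis; strong numbers were not always called active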
# NTR1 agonist = agonists of NTR1, primary screen, imaging, U2OS cells, beta-arrestin-GFP, high content (AID 493036). Neurotensin receptor type 1 (Homo sapiens), P30989. NTR1-U2OS beta-arrestin-GFP spot imaging, agonist mode. activation, % at 20 µM. 0.17% of 330,000 active;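 active = activation at or above 40% of the spot to cytoplasm intensity ratio, with at least 20 cells analyzed; inconclusive = wells under 20 cells, flagged as cytotoxic or low count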;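 also: 0% = DMSO without peptide and 100% = 100 nM NTR1 peptide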
# Target sequence (P30989 whole entry, looked up): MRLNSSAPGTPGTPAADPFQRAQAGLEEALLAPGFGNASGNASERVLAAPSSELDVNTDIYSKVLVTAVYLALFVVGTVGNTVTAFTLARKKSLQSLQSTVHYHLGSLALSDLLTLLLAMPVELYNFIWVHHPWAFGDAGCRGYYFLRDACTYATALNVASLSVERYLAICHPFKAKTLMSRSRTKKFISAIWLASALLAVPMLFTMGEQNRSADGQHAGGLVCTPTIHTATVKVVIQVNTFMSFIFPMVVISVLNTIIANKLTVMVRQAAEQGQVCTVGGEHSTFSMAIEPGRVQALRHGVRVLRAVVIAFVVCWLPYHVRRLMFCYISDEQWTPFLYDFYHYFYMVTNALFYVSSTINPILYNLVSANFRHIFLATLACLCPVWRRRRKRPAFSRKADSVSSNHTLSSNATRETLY
# K1F lysis inhibition = inhibition of K1F phage lysis, E. coli UTI89, bacterial capsule biogenesis inhibitors, alamar blue (AID 488966); E. coli UTI89 K1F phage lysis, alamar blue, 2 h; higher % means a stronger effect; one-dose inhibition, % at 100 µM; IC50 in µM for titrated hits; 0.02% of 340,000 active;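 active = phage lysis inhibition, versus mean bacterial control, above a set limit; inconclusive = no clear call, values can overlap the other calls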;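 also: capsule biogenesis inhibitors block K1F phage lysis so surviving cells raise fluorescence; higher fluorescence means more inhibition of phage lysis; actives were called in the ten point dose series up to 300 µM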
# SIAH1 antagonists = Siah-1 peptide-binding antagonists, primary screen, biochemical, fluorescence polarization, rhodamine-plectin, uHTS (AID 1817) | Siah-1 / rhodamine-plectin peptide fluorescence polarization; higher % means a stronger effect | displacement, % at 20 µM; hits with a dose series show IC50 in µM | 0.02% of 290,000 active;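 active = displacement of at least 50% at 20 µM, with a fluorescence ratio check between 0.3 and a set limit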;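 also: plate controls were Siah plus tracer with DMSO for no effect and tracer alone without Siah for full effect; strong numbers were not always called active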
# SV40 large T antigen = SV40 large T antigen inhibitors, biochemical (AID 1903); SV40 large T antigen ATPase/helicase inhibition assay; higher % means a stronger effect; inhibition, % at 20 µM; hits with a dose series show IC50 in µM; 0.39% of 310,000 active; in the data active = a potency from the dose series; inconclusive = inhibition mostly from about 32% at the one dose, without a potency; inactive = the rest, 99 in 100 with inhibition below about 32%; also: strong numbers were not always called active
# AID2073 = inhibitors of Mint1-CaV2.2 protein interaction, biochemical, HTRF (AID 2073); Voltage-dependent N-type calcium channel subunit alpha-1B (Homo sapiens); HTRF protein-protein interaction, Mint1-CaV2.2; higher % means a stronger effect; inhibition, % at 20 µM, or IC50 in µM where a hit was titrated; 0.19% of 290,000 active; in the data active = inhibition mostly above about 51%, no sharp cut-off; inconclusive = no clear call, values can overlap the other calls; inactive = mostly below about 53%; also: some results filed as inactive read as strong as hits
# RSV antiviral HEp-2 = RSV antiviral activity via CPE protection, HEp-2 cells, primary 10 µM value included (AID 2391) | HEp-2 cells, RSV-induced CPE inhibition; higher % means a stronger effect | CPE inhibition, % at 10 µM, or IC50 in µM where a hit was titrated | 0.13% of 310,000 active; in the data active = a potency from the dose series; inconclusive = CPE inhibition mostly from about 23% at the one dose, without a potency; inactive = the rest, 99 in 100 with CPE inhibition below about 21%; also: strong numbers were not always called active
# Dengue-2 NS5 capping = Dengue-2 NS5 methyltransferase inhibitors, primary screen, biochemical, confirmation dose response (AID 588689); Genome polyprotein (Dengue virus type 2 (strain 16681-PDK53)); Dengue-2 NS5 methyltransferase capping enzyme assay, biochemical; higher % means a stronger effect; inhibition, % at 25 µM, or IC50 in µM where a hit was titrated; 0.3% of 340,000 active; in the data active = a potency from the dose series; inconclusive = inhibition above about 29% without an active follow-up result
# NTR1 agonist cell count 20 µM = also measured in NTR1 agonist; calls as there; cell count; measured here: cell count, cytotoxicity flag
# Dengue-2 NS5 capping pilot replicate = also measured in Dengue-2 NS5 capping; calls as there; inhibition, %; measured here: pilot screen replicate inhibition
# An asterisk follows results filed as active; ? = inconclusive; . = not tested or not shown; & = joins results of further samples; [ ] = dose if it differs, or a comment. Outcome played no part in choosing rows, and some 1.6% of all compounds hit somewhere here.
SMILES,West Nile virus CPE,MgcRacGAP inhibition,NTR1 agonist,NTR1 agonist cell count 20 µM,K1F lysis inhibition,SIAH1 antagonists,SV40 large T antigen,AID2073,RSV antiviral HEp-2,Dengue-2 NS5 capping,others
CC1CCCCN1C(=O)CNCc1ccc(F)cc1 (stereo unspecified),-0.7%,28.5%,-0.4,41,0.1%,4.9%,8.5%,4.1%,0.2%,0.7%,
C=CCn1c(C(C)NC(=O)COC)nc2ccccc21 (stereo unspecified),0.4%,3.9%,1.9,60,1.4%,4.0%,4.6%,-8.2%,3.6%,-0.7%,
CCCCCCCCNc1ccccc1S(=O)(=O)NCc1ccccc1,.,5.0%,21.2,46,0.1%,.,.,.,.,-4.0%,Dengue-2 NS5 capping pilot replicate=-1.8
COC(=O)c1ccc(OC(=O)c2cccnc2SC)cc1,0.3%,9.1%,-0.2,59,0.2%,-2.5%,5.7%,19.0%,0.3%,-0.9%,
Cc1ccc(-c2nnc(SCC(=O)N/N=C/c3cccs3)n2-c2ccc(C)cc2)cc1,-1.0%,2.7%,9.8,62,2.8%,3.6%,11.9%,-2.6%,2.0%,-0.7%,
CC(=O)Nc1sc2c(c1C#N)CCCC2,0.7%,0.2%,-1.9,86,0.5%,3.3%,5.4%,11.9%,1.7%,3.9%,
Cc1cc(OC(=O)c2ccc(F)cc2)c([N+](=O)[O-])c(=O)[nH]1,1.0%,2.0%,-1.4,48,0.8%,1.4%,10.2%,3.2%,-0.3%,-12.4%,
O=C(O)c1ccccc1NC(=O)c1ccccc1-c1ccccc1C(=O)O,-0.5%,8.2%,0.9,72,0.0%,-3.0%,8.4%,-4.8%,0.6%,-4.1%,
Cc1[nH]n(C2=NCCS2)c(=O)c1N=Nc1cccc(C(F)(F)F)c1,-0.8%,11.3%,9.6,90,0.2%,-3.9%,5.9%,-9.2%,16.2%,8.0%,
O=C(COC(=O)c1ccc(NS(=O)(=O)c2cccs2)cc1O)Nc1nc2ccccc2s1,0.8%,15.3%,-2.7,62,0.3%,3.3%,13.3%,23.4%,12.8%,8.0%,
CCC(Sc1nc(C)cc(=O)[nH]1)C(=O)Nc1nc2c(s1)CCCC2 (stereo unspecified),0.4%,-5.6%,-0.3,94,-0.5%,-0.5%,14.0%,-25.7%,1.1%,8.2%,Dengue-2 NS5 capping pilot replicate=2.3
Cc1ccccc1NC(=O)CSC(=O)c1ccccc1,.,6.2%,-1.2,68,0.8%[50 µM],.,.,.,.,7.3%,
O=C(CSCc1ccccc1)Nc1ccc(F)c(F)c1,-0.3%,11.5%,0.4,48,1.9%,0.6%,1.7%,-2.0%,5.5%,0.0%,
COc1ccc(C2(C(=O)NC3CCCCC3)CCOCC2)cc1OC,-0.6%,17.5%,-2.0,97,-1.4%,8.3%,2.3%,-5.7%,0.7%,-3.1%,
CCn1c(CCNC(=O)c2ccc(F)cc2)nc2ccccc21,-0.4%,8.6%,0.1,72,-0.1%,-2.9%,13.6%,2.1%,2.5%,1.4%,
Cc1ccc(-c2noc(C3CCN(C(=O)Nc4ccc(C#N)cc4)CC3)n2)o1,-0.9%,-0.1%,-2.7,47,8.0%,4.0%,13.5%,-6.3%,0.0%,-6.5%,
Cc1c(NC(=O)c2ccc(N(C)S(C)(=O)=O)cc2)c(=O)n(-c2ccccc2)n1C,0.1%,8.3%,0.4,38,-0.2%,11.2%,8.6%,0.5%,0.4%,-7.0%,
COc1ccc(C(=O)NN(c2ccccc2)c2ccccc2)cc1,0.6%,8.2%,-0.3,81,4.6%,4.7%,1.0%,4.8%,0.6%,-4.0%,
Nc1cc(C(=O)OCC(=O)NNC(=O)c2cccs2)ccc1Cl,.,12.6%,-0.2,54,1.0%[50 µM],.,-0.1%,.,0.1%,5.0%,
C=CCNc1nc(NCc2ccccc2)nc(OCC)n1,-2.0%,13.2%,2.8,59,0.1%,0.1%,9.8%,?,-0.1%,-4.6%,Dengue-2 NS5 capping pilot replicate=-6.1
OC(COC(c1ccccc1)c1ccccc1)CN1CCc2ccccc2C1 (stereo unspecified),-2.1%,9.7%,-1.4,46,0.1%,-1.6%,5.3%,1.0%,2.5%,-3.6%,
COc1ccc(C(=O)/C=C/Nc2ccc([N+](=O)[O-])cc2C)c(OC)c1,-0.9%,8.1%,2.0,52,5.5%,1.0%,1.2%,10.1%,0.7%,?,
COc1cc(C(=O)N2CCCCCCC2)ccc1OC1CCN(C(C)=O)CC1,-0.6%,3.3%,0.6,89,-0.2%,-1.9%,7.8%,3.0%,1.9%,-3.9%,
CC(C)CC(=O)N1CCN(Cc2ccc(Br)cc2)CC1,0.9%,19.3%,1.6,60,0.1%,8.0%,7.3%,-5.7%,1.9%,1.3%,Dengue-2 NS5 capping pilot replicate=3.3
Nc1ccc2c(c1)ncn2CCCn1cnc2cc(N)ccc21,0.4%,18.8%,-1.1,32,0.2%,7.9%,20.0%,-7.6%,0.0%,-2.1%,
COc1cc(NC(=S)NC(=O)CC(C)C)ccc1NC(=O)c1cc2ccccc2o1,-0.1%,9.6%,2.6,60,3.1%,-5.1%,17.3%,-10.3%,0.5%,5.5%,
CCOC(=O)CSc1nc2ccccc2c(=O)[nH]1,-0.5%,-3.3%,-1.3,103,0.1%,-2.7%,-1.3%,-1.2%,0.3%,-1.4%,
CC(=O)c1c(O)cc(=O)n(-c2ccccc2)c1-c1ccc(C)cc1,0.4%,-8.0%,0.5,42,-0.4%,-1.5%,3.5%,14.6%,2.5%,-2.7%,
O=C1CCCc2nn(-c3ccccc3)nc21,-0.9%,6.2%,-0.3,78,0.1%,5.9%,9.0%,15.5%,1.4%,-9.4%,
CCOC(=O)C1CCN(C(=O)c2oc3ccc(S(=O)(=O)N4CC(C)CC(C)C4)cc3c2C)CC1 (stereo unspecified),-0.6%,3.3%,2.4,77,-0.1%,9.4%,25.9%,0.2%,?,-1.6%,
COc1ccc(Br)cc1CN1CCN(c2ncccn2)CC1,.,?,0.4,56,-0.8%,.,4.6%,.,0.4%,-3.8%,
CCOC(=O)C(C)NC(=O)c1cn(-c2ccc(OC)cc2)c(=O)c2ccccc12 (stereo unspecified),-0.1%,1.2%,-0.5,94,0.2%,-3.6%,3.1%,6.7%,1.2%,-4.0%,
COCCCNC(=O)CNC(=O)c1nn(-c2ccc(OC)c(Cl)c2)c(=O)c2ccccc12,0.5%,5.1%,0.9,104,-0.2%,0.7%,4.5%,9.7%,0.4%,1.3%,
O=C1CCCN1CCCNc1ncnc2c1[nH]c1ccccc12,0.0%,16.9%,-0.9,51,3.0%,-2.3%,-2.6%,10.4%,-0.2%,-4.0%,
CCNc1ccc(S(=O)(=O)N(C)C)cc1NCC(=O)Nc1ccccc1Cl,-0.5%,9.1%,0.3,31,-0.4%,-0.3%,13.8%,-2.3%,-0.2%,-2.9%,
CCCC1(C(=O)OC)NC(c2ccco2)C2C(=O)N(C)C(=O)C21 (stereo unspecified),-0.2%,4.2%,-1.5,81,1.8%,6.1%,15.2%,4.8%,1.0%,-5.2%,
Cc1cnc(NC(=O)CCCSc2nc3ccccc3s2)s1,-0.9%,5.8%,1.1,91,0.1%,3.2%,7.2%,26.4%,-1.8%,2.9%,
COc1ccc(NC(=O)c2cccnc2Nc2ccccc2)cc1,-0.8%,3.9%,2.2,90,0.9%,-0.7%,1.0%,-3.3%,5.3%,-4.1%,
O=C(Nc1ccc(-n2ccnc2P(=O)(O)c2ccccc2)cc1)c1ccccc1Br,.,-6.5%,0.3,57,-0.5%,1.8%,-4.5%,-12.5%,-1.1%,18.4%,
CCSc1nnc(-c2cnn(-c3ccccc3)c2-n2cccc2)n1C,-0.3%,6.9%,0.5,59,5.3%,-1.3%,12.5%,0.6%,1.6%,-2.8%,
O=C(CSc1nnc(-c2ccncc2)n1CC1CCCO1)Nc1ccccc1Cl (stereo unspecified),-0.2%,2.3%,2.4,25,0.1%,-2.8%,10.0%,8.3%,0.6%,-5.3%,
CC1=C(C(=O)OCc2ccccc2)C(c2ccc(Cl)cc2)NC(=O)N1C (stereo unspecified),-1.3%,6.3%,0.0,78,-0.5%,-4.6%,-3.1%,1.8%,4.6%,1.2%,
CCOC(=O)C1(Cc2ccc(OC)cc2)CCN(C(=O)C2CCCO2)CC1 (stereo unspecified),-0.2%,7.7%,1.7,92,0.2%,-0.3%,4.7%,-3.2%,0.5%,-11.6%,
O=C(CCS(=O)(=O)Cc1ccccc1)N1CCN(Cc2ccccc2)CC1,-0.1%,10.3%,-1.3,41,0.1%,3.2%,3.7%,2.1%,0.6%,-5.6%,
O=C(Nc1ccc(F)c(F)c1)C1CCN(S(=O)(=O)c2cccc3nonc23)CC1,-0.5%,-1.8%,-1.0,53,1.7%,-2.0%,-1.7%,2.0%,9.4%,1.6%,
N/C(=N\OC(=O)C12CC3CC(CC(C3)C1)C2)c1ccncc1,-0.1%,.,1.0,43,.,3.9%,2.5%,4.0%,1.8%,.,
Cn1nnc2c(C(N)=O)ncn2c1=O,0.1%,.,-1.1,58,.,-0.3%,24.4%&3.4%,3.8%,0.4%,.,
Nc1n[nH]c(-c2ccccc2[N+](=O)[O-])n1,-0.1%,4.6%,1.5,42,2.8%,-2.9%,-0.8%,7.7%,0.7%,-9.1%,
O=C(Cc1ccc(Cl)cc1)Nc1ccc2c(c1)C(=O)NC2=O,-0.1%,10.3%,3.8,94,0.0%,1.8%,14.0%,?,1.2%,-6.4%,
CC(=O)c1cccc(NC(=O)CC2SC(N3CCCCC3)=NC2=O)c1 (stereo unspecified),0.1%,-8.0%,-1.1,40,-0.2%,-3.7%,1.7%,-2.0%,-1.1%,0.7%,
Cn1c(N=Nc2ccc(N3CCOCC3)cc2)[n+](C)c2ccccc21,-0.8%,26µM*,.,.,-1.7%,8.3%,29.8%,-36.6%,.,2.2%,

# Source: PubChem
